Compound activity: PubChem, several laboratories
GRK2 inh = inhibitors of human GRK2 displacing RNA aptamer; bead flow cytometry, FAM-aptamer displacement from GRK2; inhibition of aptamer binding, % at 10 µM; 0.59% of 330,000 active; AID 488847;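 active = inhibition of aptamer binding above 40%, roughly 3 SD of noise, on plates passing a quality check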;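 also: median bead fluorescence of bound FAM aptamer so fluorescent compounds give negative values; no value below 0 was filed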
procasp7 counter = activates human procaspase-7, counter-screen for procaspase-3 activators; 0.093% of 330,000 active; recombinant procaspase-7, Ac-DEVD-pNA absorbance 405 nm; D23A/D198A/D206A triple mutant, cannot self-cleave; scale: DMSO 0, 5 µM enzyme 100; P55210; activation, % at 8.5 µM; AID 463210;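 active = percent activation above the screen-wide mean plus 3 SD, cut at about 25% in these data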
Target sequence (P55210 whole entry D23A/D198A/D206A): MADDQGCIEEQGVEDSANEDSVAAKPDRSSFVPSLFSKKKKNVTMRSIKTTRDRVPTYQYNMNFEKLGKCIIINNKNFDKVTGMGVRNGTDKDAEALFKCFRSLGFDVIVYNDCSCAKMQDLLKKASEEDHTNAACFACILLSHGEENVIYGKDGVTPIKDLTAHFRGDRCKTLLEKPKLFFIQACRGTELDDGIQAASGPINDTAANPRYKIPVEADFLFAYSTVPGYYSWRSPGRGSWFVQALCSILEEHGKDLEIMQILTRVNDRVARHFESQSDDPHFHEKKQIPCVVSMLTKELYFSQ
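System: Procaspase-7 triple mutant (PC-7 D3A); measure: % activation from two-timepoint absorbance difference, scaled to controls; times: 1 h compound preincubation, 2 h substrate cleavage, 25 °C; also added: Ac-DEVD-pNA substrate, 400 µM as added; measured by: Epi-absorbance of released pNA at 405 nm, two timepoints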
CTSL1 counter = cathepsin L1 inhibition, PFM18AAP counter-screen; recombinant F. hepatica cathepsin L1, Z-Leu-Arg-MCA fluorescence; inhibition, % at 5.96 µM; 0.49% of 300,000 active; AID 1906;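 active = inhibition above the mean of all tested compounds plus 3 SD, set per screening campaign, cut at about 17% in these data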;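 also: 0% = plate median of test compound wells and 100% = 1 µM Z-Phe-Ala-diazomethylketone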
procasp3 activ = procaspase-3 (human) activation | activation, % at 8.5 µM | AID 463141 | 0.11% of 330,000 active | P42574 | recombinant procaspase-3 D3A, Ac-DEVD-pNA absorbance 405 nm;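 active = activation above the mean of all tested compounds plus 3 SD, cut at about 21% in these data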;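 also: 0% = DMSO alone and 100% = DMSO wells spiked with extra 5 µM PC-3 D3A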
Target sequence (P42574 whole entry D9A/D28A/D175A): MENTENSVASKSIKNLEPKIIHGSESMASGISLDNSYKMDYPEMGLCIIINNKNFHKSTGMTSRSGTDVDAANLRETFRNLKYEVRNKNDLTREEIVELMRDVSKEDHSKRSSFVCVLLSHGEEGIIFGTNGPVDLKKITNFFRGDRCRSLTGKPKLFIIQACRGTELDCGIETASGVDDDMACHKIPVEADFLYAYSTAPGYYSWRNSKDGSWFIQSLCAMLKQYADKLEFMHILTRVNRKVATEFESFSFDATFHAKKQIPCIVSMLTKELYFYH
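Compound: 8.5 µM single point, 0.8% DMSO / Material: Autoprocessing-dead procaspase-3 D3A mutant enzyme / Timing: 1 h preincubation plus 2 h reaction at 25 °C / Medium: Zinc-free HEPES/NaCl buffer with 0.01% Triton X-100 at pH 7.4 / Technique: 405 nm absorbance of p-nitroaniline, reads at 0 and 120 min / Repeats: one well per compound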
PP1 inh = counter-screen for PP5 inhibitors: inhibitors of human PP1-alpha; P62136; purified PP1alpha, OMFP fluorescence; inhibition, % at 6.7 µM; 0.9% of 320,000 active;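 active = inhibition above the mean inhibition of all tested compounds plus 3 SD, computed separately for each screening campaign, cut at about 15% in these data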
PP5 inh = PP5 (human) phosphatase inhibition | purified PP5c, OMFP substrate fluorescence | 0.18% of 320,000 active | AID 1987 | P53041 | inhibition, % at 6.7 µM;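 active = inhibition above the campaign's mean inhibition across all tested compounds plus 3 SD, cut at about 9.5% in these data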;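 also: 0% = DMSO only and 100% = 100 µM cantharidin control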
VLA-4 inh = inhibition in a human VLA-4 binding assay; P13612; VLA-4 expressing cells, ligand binding flow cytometry; inhibition, % (about 7 µM as worked out from the volumes in the protocol); 0.2% of 330,000 active; AID 2557; in the data active = inhibition above about 50%
JMJD2C inh = inhibitors of human GASC-1 (JMJD2C) demethylase | Q9H3R0 | GST-JMJD2C(1-420) H3K9me3 demethylation, DELFIA europium | inhibition, % at 2.35 µM | 0.069% of 330,000 active;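 active = more than half of a compound's replicate wells show inhibition beyond 50%, single wells judged on their own value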;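 also: signal counts dimethyl H3K9 product captured on neutravidin plate; 0% = median of DMSO wells and 100% = 0.3 times that DMSO median; strong numbers were not always called active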
Target sequence (Q9H3R0 1-420 limits assumed): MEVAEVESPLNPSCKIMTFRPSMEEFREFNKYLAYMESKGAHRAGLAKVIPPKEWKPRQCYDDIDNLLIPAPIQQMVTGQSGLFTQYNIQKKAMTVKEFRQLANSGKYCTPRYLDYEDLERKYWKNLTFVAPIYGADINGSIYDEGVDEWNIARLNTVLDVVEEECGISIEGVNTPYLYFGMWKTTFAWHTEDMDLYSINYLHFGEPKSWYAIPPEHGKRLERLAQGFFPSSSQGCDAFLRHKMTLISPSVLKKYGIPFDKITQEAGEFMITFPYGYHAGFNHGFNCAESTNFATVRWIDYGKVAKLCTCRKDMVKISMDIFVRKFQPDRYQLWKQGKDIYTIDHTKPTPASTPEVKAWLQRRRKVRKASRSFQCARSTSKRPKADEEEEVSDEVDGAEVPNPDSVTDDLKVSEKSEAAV
core dimer inh = HCV core protein dimerization inhibition | inhibition, % at 5 µM | TR-FRET GST/Flag-core106 dimerization, 1536-well | 0.33% of 300,000 active;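 active = inhibition above the mean of all tested compounds plus 3 SD, set per screening campaign, cut at about 45% in these data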
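Material: Tagged HCV core106 pair (GST and Flag) | Amount: GST-core106 13.5 nM, Flag-core106 17 nM | Medium: KF-containing HEPES buffer, pH 7.45, DTT, CHAPS, BSA | Reagent: Eu donor and XL665 acceptor anti-tag antibodies | Schedule: 4 h at 22.5 °C | Technique: Time-resolved FRET, ex 340 nm, em 617 and 671 nm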
* hit, by the source's call; . = no result given.

SMILES	GRK2 inh	procasp7 counter	CTSL1 counter	procasp3 activ	PP1 inh	PP5 inh	VLA-4 inh	JMJD2C inh	core dimer inh
CCOC(=O)c1sc2nc(C)nc(NCc3ccc(F)cc3)c2c1C	0	-1	2	-10	1	3.9	3	-2	12
Cc1cc(Br)ccc1N=C1NC(=O)CS1	2	-2	-4	-1	-2	1.2	13	-8	-9
Cc1ccc(C(=O)O)c(C(=O)Nc2nc3ccccc3s2)c1	1	1	-8	0	-3	-0.1	2	3	3
COc1ccccc1C(=O)Oc1cc(N)n(S(=O)(=O)c2ccc(C)cc2)n1	3	-9	-6	-18	0	4.2	0	-21	7
COc1ccccc1Nc1nc(NCCCCO)nc(N2CCCC2)n1	0	-2	2	1	2	3.7	-4	8	-4
Cc1ccc(C)c(NC(=O)Cc2ccc(S(=O)(=O)N3CCCCC3)s2)c1	3	-1	-4	5	4	2.4	-3	-2	17
O=C(CC1C(=O)NCCN1C(=S)Nc1ccccc1)Nc1ccc(F)cc1 (configuration not stated)	0	1	1	-9	-5	2.5	-3	5	-7
CC(C)COc1ccc(Br)cc1CNC(C)(C)C	0	-2	1	4	-1	0.8	-4	-7	-8
CCOC(=O)[C@@H]1[C@H]2COc3ccccc3[C@@H]2N2C(=O)N(c3cccc(C)c3)C(=O)[C@]12C	1	-4	0	4	2	1.6	-1	3	3
CCOC(=O)C(Cc1ccc(N)cc1)N1C(=O)c2ccccc2C1=O (configuration not stated)	2	-2	5	12	-1	1.9	6	101	-1
Cc1ccsc1C(=O)N1CCc2ccccc2C1	0	5	-5	8	-3	1.3	2	-5	0
CC(=O)C1=C(O)C(=O)N(c2ccc(O)cc2)C1c1ccccc1[N+](=O)[O-] (configuration not stated)	1	-6	2	-2	1	2.6	-3	-10	-6
O=C1NC[C@H](c2ccccc2)OC(=O)[C@@H](Cc2ccc(F)cc2)CC/C=C/C[C@H]1CC(=O)N(CCO)Cc1ccccc1	23	12	.	1	.	.	-11	0	.
O=C(OCc1nc2ccsc2c(=O)[nH]1)c1ccc(Cl)s1	0	15	-2	5	-2	-0.5	5	-4	17
COc1ccc(CCN2CC(C(=O)O)CC2=O)cc1 (configuration not stated)	3	3	-3	1	-4	-0.5	5	7	-1
COc1ccc(S(=O)(=O)N2CCC(N3CCCC3)CC2)cc1	10	-7	2	4	1	2.8	3	5	-11
CCOc1ccc(C(=O)Nc2ccncc2)cc1	0	-4	-6	14	0	4.2	9	-1	-5
O=C(O)CCN1Cc2ccccc2C1=O	2	5	-1	2	9	-2.5	5	-1	8
CCOC(=O)CN1C(=O)C(=O)N(Cc2c(Cl)cccc2Cl)C1=O	0	10	-2	-13	1	2.0	-1	-4	-6
C=C1CCC[C@]2(C)C[C@H]3OC(=O)C(CNCC(C)C)[C@H]3CC12 (some centres not stated)	0	-9	-6	8	-2	0.5	4	0	2
COc1cc(NC(=O)CN(C)Cc2ccc(OC(F)F)cc2)c(C)cc1[N+](=O)[O-]	0	-5	1	2	-1	0.8	13	-6	10
Nn1c(SCc2cc([N+](=O)[O-])cc3c2OCOC3)nnc1-c1ccccn1	1	6	-2	2	4	-0.1	10	-3	0
Cc1nc2ccc(NC(=O)c3ccc(Br)o3)cc2s1	0	2	-1	1	-4	-2.0	5	0	1
Cc1ccc(C(=O)NCCc2nnc3ccc(NCc4ccc5c(c4)OCO5)nn23)cc1	0	8	-11	5	-4	1.4	1	-13	0

Complete entries from above. Order of values: GRK2 inh, procasp7 counter, CTSL1 counter, procasp3 activ, PP1 inh, PP5 inh, VLA-4 inh, JMJD2C inh, core dimer inh
Record of Cc1ccc(C(=O)NCCc2nnc3ccc(NCc4ccc5c(c4)OCO5)nn23)cc1 → 0, 8, -11, 5, -4, 1.4, 1, -13, 0
Record of COc1ccc(CCN2CC(C(=O)O)CC2=O)cc1 (configuration not stated) → 3, 3, -3, 1, -4, -0.5, 5, 7, -1

(listing goes on)
SMILES	GRK2 inh	procasp7 counter	CTSL1 counter	procasp3 activ	PP1 inh	PP5 inh	VLA-4 inh	JMJD2C inh	core dimer inh
O=C(Cn1nnc(-c2ccccc2)n1)NC1CCS(=O)(=O)C1 (configuration not stated)	0	8	-5	-1	-3	3.8	10	-10	-1
CNC(=O)c1c(NC(=O)c2ccc(S(=O)(=O)N3CCCCC3C)cc2)sc2c1CCN(C)C2 (configuration not stated)	2	1	-2	-5	1	4.4	-2	-6	-3
COC(=O)c1ccccc1NC(=S)N1CCN(C2CCCCC2)CC1	0	-9	1	-14	-1	1.4	20	-1	0
O=C(COc1ccccc1[N+](=O)[O-])OCC(=O)N1CCC(Cc2ccccc2)CC1	0	3	-28	2	-1	5.1	2	0	2
O=C(O)CCN(CCC(=O)O)S(=O)(=O)c1ccccc1	0	2	2	7	-3	-1.9	12	-19	0
Cc1cccc(C(=O)NC2CCN(C(=O)NCc3ccccc3)CC2)c1	0	-5	5	-19	-6	1.8	7	4	7
Cc1nc2ncnn2c(C)c1CCC(=O)N1CCN(Cc2ccccc2)CC1	7	6	-3	2	-1	2.3	45	8	-2
Cc1ccc(SCCNC(=O)c2ccccc2C)cc1	0	-3	-2	4	-5	-2.0	23	5	9
O=C(CN1CCN(Cc2ccccc2)CC1)N1CCCCCC1	0	2	5	6	-5	0.7	6	5	3
Cc1cccc(C)c1NC(=O)CS(=O)CC(=O)NCCCc1ccccc1 (configuration not stated)	0	0	-2	4	-3	0.5	12	-1	-2
CC1(C)CC2(CC(c3ccccc3F)c3ccc(O)c(O)c3O2)NC(=S)N1 (configuration not stated)	2	-22	-2	-19	6	1.2	1	7	2
COc1ccc(C(=O)NCc2ccncc2)cc1OC	3	5	2	5	1	1.3	-3	-4	-3

Grouped by structure: the compounds so far with a COOH group
SMILES	GRK2 inh	procasp7 counter	CTSL1 counter	procasp3 activ	PP1 inh	PP5 inh	VLA-4 inh	JMJD2C inh	core dimer inh
Cc1ccc(C(=O)O)c(C(=O)Nc2nc3ccccc3s2)c1	1	1	-8	0	-3	-0.1	2	3	3
COc1ccc(CCN2CC(C(=O)O)CC2=O)cc1 (configuration not stated)	3	3	-3	1	-4	-0.5	5	7	-1
O=C(O)CCN1Cc2ccccc2C1=O	2	5	-1	2	9	-2.5	5	-1	8
O=C(O)CCN(CCC(=O)O)S(=O)(=O)c1ccccc1	0	2	2	7	-3	-1.9	12	-19	0

2 compounds picked at random from those above, as already listed:
SMILES	GRK2 inh	procasp7 counter	CTSL1 counter	procasp3 activ	PP1 inh	PP5 inh	VLA-4 inh	JMJD2C inh	core dimer inh
O=C(CN1CCN(Cc2ccccc2)CC1)N1CCCCCC1	0	2	5	6	-5	0.7	6	5	3
Cc1cccc(C(=O)NC2CCN(C(=O)NCc3ccccc3)CC2)c1	0	-5	5	-19	-6	1.8	7	4	7

The list goes on:
SMILES	GRK2 inh	procasp7 counter	CTSL1 counter	procasp3 activ	PP1 inh	PP5 inh	VLA-4 inh	JMJD2C inh	core dimer inh
O=C(NCCCN1CCOCC1)C1CCN(S(=O)(=O)c2cccc(Cl)c2Cl)CC1	1	0	2	-1	-5	-0.3	4	2	-6
Cc1cc(C(=O)N2CCCC(CO)(Cc3ccc(F)cc3)C2)c(C)o1 (configuration not stated)	3	-3	-3	5	-1	1.7	8	-34	-4
Cc1nnsc1C(=O)N/N=C/c1ccc2ccccc2c1O	0	-14	0	-22	3	0.9	-8	24	-24
COc1ccc(-n2ncc3c(N4CCN(c5cccc(C)c5C)CC4)ncnc32)cc1	2	-3	4	2	-4	-1.6	-7	-17	-3
O=C(Nc1ccc(N2CCOCC2)cc1)C1CC(=O)N(c2ccccc2)C1 (configuration not stated)	1	-6	2	4	4	2.0	0	2	5
CC1=C(C(=O)Nc2ccccc2C)C(c2ccc(C)o2)NC(=S)N1 (configuration not stated)	.	-11	0	-10	2	-0.6	-4	-5	-3
COC(=O)C1NC(=O)N2C(C(=O)OC)C(C)(C)S[C@H]12 (some centres not stated)	.	-19	-2	-8	3	1.7	.	-2	-16
COc1ccc(C(=O)Nc2nc3ccccc3[nH]2)cc1	0	-3	3	5	-2	2.9	9	-13	-6
O=S(=O)(Cc1nnnn1-c1ccccc1)c1ccc(Cl)cc1	6	-2	-4	11	3	4.5	-13	4	2
O=C(NC(=S)NC1CCCc2ccccc21)c1ccco1 (configuration not stated)	2	4	7	-6	-3	2.9	9	-7	1
Cc1ccc(CC(=O)Nc2ccccc2-c2ccccc2)cc1C	1	0	1	5	1	3.6	2	-3	5
O=C(N/N=C/c1ccc(-c2ccc([N+](=O)[O-])cc2)o1)C(O)c1ccccc1 (configuration not stated)	5	-4	2	-2	3	2.4	-4	-1	-12
CCC1(CC)Cc2ccccc2-c2nc(NCCO)[nH]c(=O)c21	0	-1	2	-1	0	2.6	0	5	-2
COc1cccc(NC(=O)COc2cccnc2[N+](=O)[O-])c1	0	-10	.	4	.	.	-3	4	.
CN1CCN(CC(O)Cn2c3ccccc3c3ccccc32)CC1 (configuration not stated)	0	4	1	2	0	2.3	-13	28	-15
Cc1ccc(-c2nn(-c3ccccc3)cc2/C=N/NC(=O)c2ccncc2)o1	0	-12	2	-6	-2	3.3	0	1	3
O=C(COC(=O)c1ccc(Br)cc1)NCCC1=CCCCC1	1	5	2	-5	0	0.5	3	-27	10
O=C(Nc1ccccc1-c1ccccc1)c1ccccc1	0	8	3	0	-3	5.1	15	-16	-3

Gathered by group, the entries above with a Cl atom.
SMILES	GRK2 inh	procasp7 counter	CTSL1 counter	procasp3 activ	PP1 inh	PP5 inh	VLA-4 inh	JMJD2C inh	core dimer inh
O=C(OCc1nc2ccsc2c(=O)[nH]1)c1ccc(Cl)s1	0	15	-2	5	-2	-0.5	5	-4	17
CCOC(=O)CN1C(=O)C(=O)N(Cc2c(Cl)cccc2Cl)C1=O	0	10	-2	-13	1	2.0	-1	-4	-6
O=C(NCCCN1CCOCC1)C1CCN(S(=O)(=O)c2cccc(Cl)c2Cl)CC1	1	0	2	-1	-5	-0.3	4	2	-6
O=S(=O)(Cc1nnnn1-c1ccccc1)c1ccc(Cl)cc1	6	-2	-4	11	3	4.5	-13	4	2
